D2 ag: D2 dopamine receptor (human) agonism; P14416; HEK293 T-REx D2 cells, calcium flux agonist mode; activation, % at 2 µM; 0.53% of 340,000 active;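 active means activation over 3 SD above normal in the single-dose calcium agonist read, cut at about 30% in these data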; further: 0% is about no effect
Target sequence (P14416 whole entry, looked up): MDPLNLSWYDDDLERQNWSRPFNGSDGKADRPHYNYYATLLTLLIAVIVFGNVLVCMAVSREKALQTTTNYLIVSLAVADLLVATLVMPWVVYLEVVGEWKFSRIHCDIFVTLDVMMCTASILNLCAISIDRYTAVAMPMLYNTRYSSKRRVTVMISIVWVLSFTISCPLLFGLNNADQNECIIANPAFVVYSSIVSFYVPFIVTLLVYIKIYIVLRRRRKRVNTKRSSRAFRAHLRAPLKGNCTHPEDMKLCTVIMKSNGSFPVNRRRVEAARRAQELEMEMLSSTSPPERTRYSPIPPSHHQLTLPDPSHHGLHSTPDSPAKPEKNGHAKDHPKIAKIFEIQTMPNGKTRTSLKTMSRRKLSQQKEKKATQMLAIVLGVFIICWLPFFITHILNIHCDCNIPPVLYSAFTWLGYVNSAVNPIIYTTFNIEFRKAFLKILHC
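Agonism is scored from calcium flux in a force-coupled, inducible HEK293 cell line expressing D2, read kinetically for 180 s after compound addition against dopamine controls.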
D1 antag: antagonists of human D1 dopamine receptor; P21728; HEK293 TREx D1 cells, calcium flux, dopamine EC80; active compounds read low; activity change, negative = inhibition, % at 10 µM; 3.2% of 360,000 active; AID 504652; in the data active means activity change below about -30%; further: on the % scale 0 is the no-effect control and ±100 the full control effect
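HEK293 T-REx cells expressing inducible, force-coupled D1 receptor; no-wash Ca dye, 30–90 min RT. Cmpd → 180 s read at 1 Hz → EC80 DA → 180 s read.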
D2 PAM: positive allosteric modulators of human D2 dopamine receptor; P14416; HEK293 T-REx D2, calcium flux, EC20 dopamine potentiation; potentiation, % at 10 µM; 0.34% of 340,000 active;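 active means potentiation over 3 SD above the plate norm, cut at about 30% in these data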; further: 0% is about no effect
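Potentiation of an EC20 dopamine calcium response measured kinetically over 180 s, after a preceding 180 s compound-only read flagging agonists. Cells: inducible Hek293 Trex D2 line, 4000/well, cultured overnight at 30 C before dye loading.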
D1 PAM: potentiators of human D1 dopamine receptor. 0.036% of 360,000 active. potentiation, % at 10 µM. HEK293 TREx D1 cells, calcium flux, dopamine EC20 potentiation. P21728; in the data active means potentiation above about 30%; further: 0% is about no effect
D2 antagonist: antagonizes the human D2 dopamine receptor; P14416; HEK293 TREx D2 cells, calcium flux, dopamine EC80; inhibition, % at 10 µM; 2% of 340,000 active; in the data active means inhibition above about 30%; further: 0% is about no effect
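In this primary screen, negative modulation is detected by tracking calcium flux after an EC80 dopamine challenge in inducible HEK293 T-REx D2 cells preexposed to test compound for 180 s.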
RXFP1 antag: antagonists of human relaxin receptor RXFP1; Q9HBX9; HEK293-RXFP1, relaxin-stimulated cAMP HTRF, 30 min; active compounds read low; activity change, negative = inhibition, % at 57.5 µM; 0.59% of 350,000 active;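 active means activity change of -60% or lower, but not beyond a set lower limit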; further: on the % scale 0 is the no-effect control and ±100 the full control effect
D1 ag: agonists of human D1 dopamine receptor. activation, % at 2 µM. AID 504660. HEK293 T-REx D1 cells, calcium flux, agonist mode. P21728. 1% of 360,000 active; further: 0% is about no effect
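Tetracycline-induced HEK293 TREx D1 cells, force-coupled to calcium signalling, were dye-loaded with a no-wash calcium kit. Compound was pin-added after a 10 s baseline. Fluorescence was read kinetically at 1 cycle/s for 180 s, with calcium rises flagged as agonism.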
TRHR ag: TRH receptor (human) agonism. TRHR cells, calcium flux fluo-8, FDSS agonist mode. AID 493084. 0.18% of 360,000 active. activation, % at 2 µM; further: 0% is about no effect
Target sequence (P34981 whole entry, looked up): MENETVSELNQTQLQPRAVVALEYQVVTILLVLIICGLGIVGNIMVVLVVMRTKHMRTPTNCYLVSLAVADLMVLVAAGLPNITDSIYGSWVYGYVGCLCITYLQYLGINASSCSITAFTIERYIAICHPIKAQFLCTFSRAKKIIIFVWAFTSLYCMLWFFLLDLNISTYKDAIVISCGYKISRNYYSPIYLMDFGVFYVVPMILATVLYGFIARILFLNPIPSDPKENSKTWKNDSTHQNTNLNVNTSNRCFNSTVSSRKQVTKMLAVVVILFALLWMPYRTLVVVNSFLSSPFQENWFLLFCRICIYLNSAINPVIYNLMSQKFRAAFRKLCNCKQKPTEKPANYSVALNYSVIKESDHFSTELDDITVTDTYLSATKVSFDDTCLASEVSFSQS
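Steps: seed TRHR cells overnight; add fluo-8 no-wash Ca dye, RT 30 min–1.5 h; record 10 s baseline; pin-transfer compounds; monitor fluorescence 1 cycle/s for the agonist window. Calcium increases flag candidate agonists.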
TRHR PAM: allosteric enhancers of human TRH receptor. P34981. TRHR cells, fluo-8 calcium fluorescence, EC20 TRH enhancement. enhancement, % at 2 µM. 0.66% of 360,000 active. AID 493056; in the data active means enhancement above about 30%; further: 0% is about no effect
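Enhancer read-out: after compound pinning and an initial kinetic agonist-mode read, an EC20 of TRH (10 nM final) was injected and fluo-8 calcium signal (Ex 480/Em 530) followed at 1 s/cycle for 100 cycles in TRHR-expressing cells.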
* hit, by the source's call; x = no result given. Unless noted, no stated cut-off is given here; in the data, active means activation above about 30%; inactive means the rest.

SMILES | D2 ag | D1 antag | D2 PAM | D1 PAM | D2 antagonist | RXFP1 antag | D1 ag | TRHR ag | TRHR PAM
CN(C)/C=N/c1cc(=O)[nH]c(=O)n1C | -1.4 | 24 | 4 | 1 | -13 | x | -1 | -0.6 | 8
CCOc1ccccc1N1Cc2ccccc2C1 | -0.7 | 15 | 0 | -2 | -5 | -3 | -3 | -0.5 | 5
Cc1cc(=O)[nH]c(SCC(=O)Nc2cc(S(=O)(=O)N3CCCC3)ccc2Cl)n1 | -0.9 | -12 | -25 | -9 | -10 | 11 | 2 | -0.2 | -1
Cc1cc(C)n(-c2nc(SCCN(C)C)c3c4c(sc3n2)COC(C)(C)C4)n1 | 0.3 | 11 | -4 | -3 | 15 | -8 | 6 | -0.6 | 3
CCN(CC)S(=O)(=O)c1cccc(NC(=O)COC(=O)c2cccs2)c1 | -2.0 | -15 | -2 | -8 | 0 | -1 | 12 | 0.0 | -3
CC(=O)c1ccc(OCc2cc(=O)n3ccsc3n2)cc1 | 0.2 | -2 | 11 | -2 | -1 | x | 7 | -0.6 | 10
O=C(NCCS(=O)(=O)NCC1CCCO1)c1ccccc1 (configuration not stated) | 1.7 | 2 | -20 | -2 | 0 | 17 | 0 | 0.5 | -11
CC(C)NC(=O)/C(=C/c1cn(-c2ccccc2)nc1-c1cccc([N+](=O)[O-])c1)NC(=O)c1ccccc1 | -0.4 | -13 | 0 | 2 | 6 | -5 | 3 | -1.0 | 2
Cc1cccc(/N=C/c2c(C)[nH]n(-c3ccccc3)c2=O)n1 | 0.0 | -14 | -3 | 6 | 2 | 8 | 1 | 0.4 | 1
CC(C)(C)C(=O)CSc1nc2ccccc2o1 | 0.3 | -11 | -1 | 1 | -17 | -24 | 5 | -2.4 | -6
COc1ccc(Cl)cc1Nc1cc(C)nc2nc(C)nn12 | -1.4 | -11 | 3 | -6 | 19 | 5 | -4 | -0.1 | 9
Oc1ccccc1N1CCN(c2ncnc3scc(-c4ccccc4)c23)CC1 | 9.1 | 6 | 33* | 7 | -1 | -23 | 1 | -0.5 | 3
COc1ccc(C(=O)NNC(=S)NC(=O)c2ccc(Br)o2)cc1OC | 0.2 | 13 | 0 | 11 | 3 | -8 | 26 | 0.5 | 0
CCc1nnc(NC(=O)[C@@H](NC(=O)c2ccc(OC)cc2)C(C)C)s1 | x | -1 | x | -2 | x | -15 | 4 | -0.5 | 5
O=C(CN1CCN(C(=O)C2CCCO2)CC1)Nc1ccc(Cl)c(Cl)c1 (configuration not stated) | 0.0 | -21 | -2 | -7 | -3 | 4 | 6 | -0.1 | -3
CCCCn1c(SCC(=O)NCc2cccs2)nc2c1c(=O)n(C)c(=O)n2C | x | -3 | x | -2 | x | 9 | 1 | -0.7 | -1
COc1cccc(/C=C2\CC(C)Cc3c2nc2ccccc2c3C(=O)O)c1OC (configuration not stated) | 0.0 | -6 | 12 | -6 | 2 | 16 | 1 | 0.0 | 5
CC1=C(c2ccccc2)[N+](=O)C2(CCCCC2)N1[O-] | -0.3 | -27 | 6 | -8 | 11 | -5 | -3 | 1.5 | -7
CCCCS(=O)CC(COCc1ccccc1)OC(=O)CSc1nc(C)cc(C)n1 (configuration not stated) | -0.1 | 9 | 8 | -8 | -3 | -7 | 1 | -0.3 | 3
COc1ccc(/C=N/n2c(C)nc3sc(C)c(C)c3c2=O)cc1OC | x | -10 | x | 1 | x | -3 | 1 | 0.7 | 5
COc1cc2nc(CN3CCN(C(C)=O)CC3)[nH]c(=O)c2cc1OC | -0.5 | 1 | 3 | 1 | -2 | -10 | -1 | 0.3 | 1
CCOC(=O)C1CCN(C(=O)C2CCN(S(=O)(=O)c3ccc4ccccc4c3)CC2)CC1 | -1.8 | -19 | 10 | 4 | -5 | -39 | 6 | -1.7 | -2
CCN(CC)c1ccc(/C=N/NC(=O)c2cc(C)nc3ccccc23)cc1 | -0.7 | 4 | -4 | -2 | -2 | -10 | 2 | -0.5 | 0
O=C1/C(=C\c2cccnc2)SC(=S)N1c1ccc(F)cc1 | 3.7 | 1 | -2 | -6 | 8 | -4 | 1 | 0.2 | 0
COc1cc(CNc2nnnn2C)cc(OC)c1OC | 0.2 | -9 | 13 | 1 | 6 | 3 | 3 | -0.1 | 7
(listing goes on)
SMILES | D2 ag | D1 antag | D2 PAM | D1 PAM | D2 antagonist | RXFP1 antag | D1 ag | TRHR ag | TRHR PAM
O=C(Nc1cc(Cl)ccc1Cl)c1ccc(OC(=O)c2ccco2)cc1 | x | -2 | x | -3 | x | 14 | 3 | 0.7 | 10
COc1ccc(CN2C(=O)c3ccccc3C2C(=O)NC2CCC(C)CC2)c(OC)c1 (configuration not stated) | -0.4 | -16 | -1 | -3 | 14 | 13 | -1 | -0.2 | -3
CC(=O)Nc1ccc(NC(=O)CSc2nccn2Cc2ccc(Cl)cc2)cc1 | 1.3 | -18 | 0 | -2 | -2 | -2 | 20 | 0.2 | 1
CC1CC(C)(C)CC2(C1)NC(=O)N(CC(=O)NCCc1c[nH]c3ccccc13)C2=O (configuration not stated) | 0.1 | 12 | 6 | 1 | -14 | 1 | 4 | -0.4 | 2
CC(=O)c1ccc(NC(=O)COCc2cc(-c3ccc(F)cc3)on2)cc1 | -1.0 | -22 | -7 | -1 | x | -12 | 8 | -0.2 | -2
Cc1cc(C)n2nc(C(=O)Nc3c(C)nn(Cc4ccc(F)cc4)c3C)cc2n1 | 0.9 | 5 | -2 | 7 | 51* | 6 | 1 | 0.1 | 5
COc1cc([N+](=O)[O-])ccc1NC(=O)CSc1nccn1C | 0.2 | 0 | -6 | 3 | 14 | 7 | 0 | 0.5 | 20
Cc1cc(NC(=O)CSc2nnc(C)n2-c2ccccc2)no1 | x | 12 | -1 | 0 | x | 5 | 3 | 0.4 | 14
Cc1cc(N(C)C)c(C#N)c(N2CCOCC2)n1 | -0.4 | 4 | 11 | -2 | -13 | -2 | 1 | -0.2 | -3
CC(=O)NCCc1cc2cc(C)c(C)cc2[nH]c1=O | 1.1 | -4 | 15 | 3 | -23 | x | 3 | 2.3 | 11
Cc1cc2oc(=O)c(CC(=O)NCCc3ccccc3F)c(C)c2c2occ(C(C)(C)C)c12 | 0.0 | -16 | -3 | 0 | x | -6 | 3 | 1.3 | 4
CCOc1ccc(NC(=O)CN(C)C(=O)CN2C(=O)C3CC=CCC3C2=O)cc1OCC (configuration not stated) | -0.3 | -9 | -7 | -5 | -9 | -9 | 1 | -0.2 | -4
CC(C)=CC(=O)N1CCC(N2CCC(C(=O)N3CCOCC3)CC2)CC1 | -0.3 | 0 | 14 | -1 | 2 | -4 | 2 | 0.9 | -6
Cc1cccn2c(=O)c3cc(S(=O)(=O)c4ccc(F)cc4)c(=N)n(Cc4ccco4)c3nc12 | 0.4 | 5 | -1 | -4 | -13 | -4 | 0 | 0.3 | -12
O=C1CC(N2CCN(c3ccccn3)CC2)C(=O)N1CC(c1ccccc1)c1ccccc1 (configuration not stated) | 0.3 | 7 | 4 | 3 | 5 | -15 | -4 | -0.4 | 1
CC(C)(C)C(=O)Nc1ccc(-c2nnc3n2CCCCC3)cc1 | -0.9 | 9 | 6 | 8 | 16 | -1 | 1 | -0.1 | 2
Cc1ccnc(NC(=O)C2(c3cccs3)CCOCC2)c1 | 0.4 | 9 | 3 | -4 | -14 | 2 | -1 | 0.9 | 5
COc1cc(/C=N/NC(N)=O)ccc1OC(=O)c1ccco1 | -0.5 | -35* | -9 | -3 | -9 | -26 | 4 | 0.3 | -2
O=S(=O)(c1ccc2oc3ccccc3c2c1)N1CCCC1 | 0.1 | 2 | -7 | -8 | -5 | -3 | 0 | -0.2 | -1
O=C1CSC(=S)N1c1cccnc1 | 0.0 | 15 | 0 | -1 | 0 | -23 | 2 | 0.6 | 2
O=C(OCC(=O)N1CCN(c2ccccc2)CC1)C1=COCCO1 | -0.7 | -2 | -5 | 3 | 4 | -13 | 2 | 0.4 | 1
CN1C(=O)c2ccccc2N(C)C1c1ccc(F)cc1 (configuration not stated) | 0.3 | -26 | 1 | -4 | 6 | 4 | 2 | -0.6 | 6
COc1cc(OC)cc(C(=O)N(CN2CCCC2=O)c2ccccc2OC)c1 | 0.4 | 10 | 7 | 2 | -8 | -12 | -1 | 0.1 | 24
CCc1ccc2[nH]c(=O)c(CN(CCO)C(=O)NCc3ccccc3)cc2c1 | 0.6 | 12 | -1 | 8 | 11 | x | 1 | -2.1 | 5
CC1(C)COCN1C(=O)c1ccc(Cl)c(Cl)c1 | 0.2 | -19 | -11 | -3 | 4 | 0 | 1 | -0.1 | 4
New compounds follow.
SMILES | D2 ag | D1 antag | D2 PAM | D1 PAM | D2 antagonist | RXFP1 antag | D1 ag | TRHR ag | TRHR PAM
CCn1c(SC(C)C(=O)NC2CCCc3ccccc32)nnc1-c1cccs1 (configuration not stated) | -1.3 | -12 | 8 | -5 | -10 | 15 | 3 | 2.4 | 2
CCC(C)c1ccc(NC(=S)NCCn2cc(Cl)cn2)cc1 (configuration not stated) | 0.0 | -15 | 20 | 2 | -30 | -4 | 7 | 1.5 | 3
O=C(O)c1ccc(N2C(=O)c3[nH]nc(-c4ccccc4)c3C2c2ccccc2)cc1 (configuration not stated) | -0.5 | 11 | 3 | 0 | -7 | -1 | 3 | -0.4 | 7
CC(NCC(=O)Nc1ccccc1C(=O)NC1CC1)c1ccccc1Cl (configuration not stated) | 0.5 | -8 | 7 | -9 | 27 | -3 | 1 | -0.4 | -7
COc1ccc(S(=O)(=O)N2CCOCC2)cc1NC(=O)c1cc(C)oc1C | x | -3 | 1 | x | 17 | 2 | 1 | 0.6 | -2
COc1ccc(N(C(=O)C2CCCCC2)C2C=CS(=O)(=O)C2)c(OC)c1 (configuration not stated) | x | -5 | x | -2 | x | -8 | 1 | 0.0 | -2
Cc1ccc(C(=O)N2CCN(S(=O)(=O)c3ccc(Br)cc3)CC2)o1 | 0.0 | 2 | -1 | x | 2 | 2 | 5 | -1.0 | 6

Some of the entries so far, field by field:
Structure: CC(NCC(=O)Nc1ccccc1C(=O)NC1CC1)c1ccccc1Cl (configuration not stated)
  D2 ag: 0.5	D1 antag: -8	D2 PAM: 7	D1 PAM: -9	D2 antagonist: 27	RXFP1 antag: -3	D1 ag: 1	TRHR ag: -0.4	TRHR PAM: -7
Structure: CCC(C)c1ccc(NC(=S)NCCn2cc(Cl)cn2)cc1 (configuration not stated)
  D2 ag: 0.0	D1 antag: -15	D2 PAM: 20	D1 PAM: 2	D2 antagonist: -30	RXFP1 antag: -4	D1 ag: 7	TRHR ag: 1.5	TRHR PAM: 3
Structure: CCn1c(SC(C)C(=O)NC2CCCc3ccccc32)nnc1-c1cccs1 (configuration not stated)
  D2 ag: -1.3	D1 antag: -12	D2 PAM: 8	D1 PAM: -5	D2 antagonist: -10	RXFP1 antag: 15	D1 ag: 3	TRHR ag: 2.4	TRHR PAM: 2
Structure: O=C(O)c1ccc(N2C(=O)c3[nH]nc(-c4ccccc4)c3C2c2ccccc2)cc1 (configuration not stated)
  D2 ag: -0.5	D1 antag: 11	D2 PAM: 3	D1 PAM: 0	D2 antagonist: -7	RXFP1 antag: -1	D1 ag: 3	TRHR ag: -0.4	TRHR PAM: 7

Bioassay records (PubChem BioAssay)
